# TRHR ag – TRH receptor (human) agonism; P34981; TRHR cells, calcium flux fluo-8, FDSS agonist mode; actives 0.18% (n = 360,000); AID 493084; activation, % at 2 µM; in the data active means activation above about 30%; further: 0% is about no effect
#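 Fluo-8-loaded TRHR cells; 10 s baseline, compound added, kinetic Ca2+ fluorescence read 1/s, agonist mode.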
# POLB inh – DNA polymerase beta (human) inhibition; Pol beta primer extension/strand displacement, fluorescence kinetic; Potency, µM (titrated, usually from 114 µM), for inactives: top-dose activity change, negative = inhibition, usual class: inhibitors; actives 1.3% (n = 340,000); AID 485314; further: potency means the concentration at half of the fitted maximal effect; on the % scale 0 is the no-effect control and ±100 the full control effect
#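 Kinetic readout of DNA synthesis with strand displacement by Pol beta. Compound and 10 nM enzyme sit 15 min at room temperature; 50 nM substrate starts the reaction, read immediately and at 10 min.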
# Apoferritin bind – binds horse apoferritin like a general anesthetic. Potency, µM (titrated, usually from 77.5 µM), without a hit: at the top dose activity change, negative = displacement, hits mostly inhibitors. apoferritin/1-aminoanthracene competitive binding, fluorescence. actives 0.074% (n = 350,000); further: potency means the concentration at half of the fitted maximal effect; on the % scale 0 is the no-effect control and ±100 the full control effect; nearly all actives have a fitted effect of over 20% in size
# Target sequence (P02791 2-175 limits assumed): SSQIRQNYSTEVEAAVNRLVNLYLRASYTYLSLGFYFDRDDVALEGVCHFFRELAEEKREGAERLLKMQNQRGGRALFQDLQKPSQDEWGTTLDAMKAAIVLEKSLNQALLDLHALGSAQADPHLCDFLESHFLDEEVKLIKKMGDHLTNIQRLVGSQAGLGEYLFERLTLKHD
#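 In PBS, apoferritin at 10 uM is loaded with 1-AMA from a 50% saturated solution. After 10 min of compound exposure at ambient temperature, reduced 535 nm fluorescence indicates probe displacement.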
# Pol kappa inh – DNA polymerase kappa (human) inhibition; actives 0.53% (n = 400,000); Potency, µM (highest dose often 107 µM), without a hit: at the highest dose activity, negative = inhibition, most hits filed as inhibitors; purified Pol kappa, fluorescent DNA synthesis assay, 10 min; further: potency means the concentration at half of the fitted maximal effect; on the % scale 0 is the no-effect control and ±100 the full control effect
#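 10 nM Pol kappa preincubated 15 min at room temperature with compounds, then reaction started with substrate at 50 nM final. Fluorescence read kinetically at 0 and 10 min; buffer-only wells served as negative control.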
# POLI inh – inhibitors of human DNA polymerase iota; actives 1% (n = 390,000); Pol iota fluorescent replication assay, 10 min; Potency, µM (doses to about 115 µM), without a hit: at the top dose activity, negative = inhibition, actives largely listed as inhibitors; Q9UNA4; further: potency means the concentration at half of the fitted maximal effect
#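 Pol iota at 10 nM preincubated 15 min with compounds at room temperature; reaction started with fluorescent substrate, 50 nM final. Fluorescence read kinetically at 0 and 10 min; buffer-only wells as negative control.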
# ERG Ets-DNA blk – ERG Ets/DNA interaction inhibition; P11308; fluorescence polarization, His-ERG Ets domain / labelled DNA; Potency, µM (series often up to 76.9 µM), for the others: at the highest dose FP activity, negative = inhibition, hits mostly inhibitors; actives 0.028% (n = 370,000); active means well fitted inhibition curve with a large enough effect in the polarisation, with a control signal flat; inconclusive means small, poorly fitted or top-dose-only effect, or effect the other way, or a change in a side signal; inactive means no such curve, though single readings can be large or run the other way; the % refers to the polarisation;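 further: polarization taken with two DNA probes labelled with fluorescein and Texas red; potency means the concentration at half of the fitted maximal effect; % of control where 0% means no effect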
# Target sequence (P11308 whole entry, looked up, the tested form may be a part): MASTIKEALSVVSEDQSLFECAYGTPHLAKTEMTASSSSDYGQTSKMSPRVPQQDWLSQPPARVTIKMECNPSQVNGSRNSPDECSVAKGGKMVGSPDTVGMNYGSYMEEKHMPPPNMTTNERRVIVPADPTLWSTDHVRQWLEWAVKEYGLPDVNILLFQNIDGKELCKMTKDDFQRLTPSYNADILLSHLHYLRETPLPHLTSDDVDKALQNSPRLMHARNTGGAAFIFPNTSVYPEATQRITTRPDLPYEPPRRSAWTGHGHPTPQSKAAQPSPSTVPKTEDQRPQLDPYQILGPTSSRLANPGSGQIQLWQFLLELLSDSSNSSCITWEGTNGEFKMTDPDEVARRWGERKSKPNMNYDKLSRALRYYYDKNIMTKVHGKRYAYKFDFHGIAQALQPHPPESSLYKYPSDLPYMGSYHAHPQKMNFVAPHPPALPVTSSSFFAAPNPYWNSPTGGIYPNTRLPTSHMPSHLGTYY
#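 His-tagged ERG Ets domain (1 uM in the protein solution; 300mM KCl, 50mM Tris-HCl, 1mM EDTA, 1mM DTT, pH 7.5) received compound, then a probe mix of 5 nM fluorescein-DNA and 100nM Texas-615-DNA. Fluorescence polarization was read for both dyes.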
# ALOX12 inh – inhibitors of human 12S-lipoxygenase ALOX12. actives 1.1% (n = 580,000). P18054. purified 12hLO, xylenol orange hydroperoxide absorbance. Potency, µM (top dose mostly 108 µM), for inactives: at the highest dose activity change, negative = inhibition, usual class: inhibitors; further: potency means the concentration at half of the fitted maximal effect; on the % scale 0 is the no-effect control and ±100 the full control effect
#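 Purified human 12hLO at 150 nM in 25 mM Hepes, 0.01% Triton X-100, pH 7.0, preincubated 15 min at room temperature with compound. Reaction started with 40 uM arachidonic acid, 30 min at room temperature. Hydroperoxide measured by Fe-xylenol orange, 573/405 nm absorbance ratio.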
# APEX1 inh – inhibitors of human APE1 endonuclease; P27695; recombinant APE1, TAMRA/BHQ-2 abasic DNA cleavage fluorescence; Potency, µM (doses to about 65.8 µM), inactives show at the highest dose activity change, negative = inhibition, hits mostly inhibitors; actives 0.35% (n = 350,000);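 further: potency means the concentration at half of the fitted maximal effect; plate controls were vehicle for no effect and reference inhibitor for full effect; nearly all actives have a fitted effect of over 55% in size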
# Target sequence (P27695 whole entry, looked up): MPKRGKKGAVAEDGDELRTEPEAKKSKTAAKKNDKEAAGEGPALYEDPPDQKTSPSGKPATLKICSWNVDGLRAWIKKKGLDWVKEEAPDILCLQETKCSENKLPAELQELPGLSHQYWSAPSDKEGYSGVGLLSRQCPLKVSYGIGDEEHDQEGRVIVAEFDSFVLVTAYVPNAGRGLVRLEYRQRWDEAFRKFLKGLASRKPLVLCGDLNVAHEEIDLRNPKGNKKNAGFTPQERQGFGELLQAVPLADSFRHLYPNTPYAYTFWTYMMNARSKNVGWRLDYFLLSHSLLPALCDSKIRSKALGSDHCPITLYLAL
#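 0.75 nM APE1 + cpd, 15 min RT; start w/ 50 nM TAMRA/BHQ-2 THF-abasic dsDNA; kinetic fluor 525/598 nm ×3 reads @60 s; Δ(read3−read1); normalized to DMSO and NSC13755 control wells.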
# BLM inh – Bloom syndrome helicase (human) inhibition | recombinant BLM DNA unwinding, fluorescence dequenching | Potency, µM (top dose mostly 56.1 µM), for the others: at the top dose activity change, negative = inhibition, actives largely listed as inhibitors | actives 0.2% (n = 350,000) | AID 2528;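 further: potency means the concentration at half of the fitted maximal effect; plate controls were vehicle for no effect and no enzyme for full effect; nearly all actives have a fitted effect of over 35% in size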
# * = called active by the depositor; u = inconclusive; x = no result given; & = joins results of further samples; [ ] = dose if it differs, or a comment. Unless noted, the call rests on the fitted dose curve; in most records, active means well fitted curve in the direction sought with a large enough effect; inconclusive means small, poorly fitted or top-dose-only effect, or another doubt; inactive means no such curve, though single readings can be large; an effect the other way counts as inactive or inconclusive.
SMILES,TRHR ag,POLB inh,Apoferritin bind,Pol kappa inh,POLI inh,ERG Ets-DNA blk,ALOX12 inh,APEX1 inh,BLM inh
O=C(NNC(=O)c1ccc(Cl)c(Cl)c1)c1cccnc1,0.3,0%,-8%,4%,33%[activator],13%,15%,9%,0%
CCCN1CCC(=O)N([C@H](CN=[N+]=[N-])Cc2ccccc2)CC1,-0.1,u,-8%,-15%&-23%,u,-2%,14%,35%,0%
CCCCOC(=O)Nc1ccc(S(=O)(=O)Nn2cnnc2)cc1,1.2,1%,-1%,-6%,-3%[58.9 µM],3%,-13%,9%,-1%
CCc1cc2cccc(C)c2nc1SCC(=O)N1CCN(C(=O)c2ccco2)CC1,-1.3,-1%,-12%,-14%,21%,5%,-18%,6%,1%
CCCOc1ccc(-c2c(C(=O)N/N=C/c3ccc(OC)cc3)nnn2-c2nonc2N)cc1,0.9,82%,-18%,-6%,-17%,1%,9%,u,-11%
COc1cccc(-c2noc(CCCC(=O)NC3CCCC3)n2)c1,-0.1,9%,7%,3%,20%,3%,-19%,9%,-1%
CC(=O)c1c(C)[nH]c(C(=O)CN2C(=O)NC(C)(CCC(C)C)C2=O)c1C (stereo not given),0.4,37%[activator],u,-1%,-2%,12%,12%,19%,-2%
CCc1ccc(NC(=S)N2CCNC(=O)C2CC(=O)OC)cc1 (stereo not given),0.6,6%,-4%,-4%,33%,-6%,-5%,2%,-3%
Nc1nc(CN2CCN(c3ccccc3)CC2)nc(Nc2ccc(Cl)cc2)n1,-0.7,-2%,-17%,-5%,-7%,9%,-19%,0%,-14%
O=C(NCCOc1cccnc1)c1ccc(OC2CCN(Cc3ccccn3)CC2)cc1,-0.3,-8%,-4%,x,x,x,6%,17%,0%
Cc1ccc(-n2c(-c3ccco3)nc3c(cnn3-c3ccccc3Cl)c2=O)cc1,-0.2,-24%,-11%,-2%,9%,-4%,-13%,x,-2%
O=C(N=Nc1c(O)[nH]c2ccccc12)c1ccc2c(c1)OCO2,0.9,-1%,-4%,-8%,u,0%,-14%,-5%,-1%
COc1ccc(Cl)cc1NC(=O)CN1C(=O)CC(C)S(=O)(=O)c2ccccc21 (stereo not given),-0.3,3%,-5%,-5%,53%[activator],-3%,9%,-5%,1%
CCn1c(Cc2ccccc2)nnc1SCC(=O)OC(C)C,0.3,19%,-7%,12%,20%,-2%,14%,5%,-1%
Cc1cc(O)ccc1Nc1nc2ccccc2nc1Nc1ccc(O)cc1C,0.7,3%,-13%,-33%,u,3%,u,8%,-11%
CCCC(=O)NC(c1cccs1)c1cc([N+](=O)[O-])c2cccnc2c1O (stereo not given),-0.5,44%,-3%,-16%,89%[activator],-8%,18µM*,11%,-26%
CCOC(=O)c1[nH]c2cc(OC)c(OC)cc2c1N,0.9,42%,-6%,-16%,22%,-2%,u,-1%,-5%
COc1cc(C(=O)NNC(=O)C2CCC2)cc(OC)c1OC,0.4,x,x,5%,16%,-13%,1%,0%,x
COCC(O)CNc1ccccc1 (stereo not given),-1.1,0%,-11%,-8%,-5%,-6%,u,5%,2%
CC1CCN(S(=O)(=O)c2ccc3c(c2)N(CC(=O)O)C(=O)CO3)CC1,-0.1,0%,3%,-8%[60.1 µM],-14%,-10%,-13%,x,-4%
Clc1ccc(CN2C3=NCCN3c3ccccc32)cc1,0.5,-7%,-14%,-2%,3%,-1%,u,-3%,-9%
O=C(O)Cc1sc(Nc2ccccc2)nc1-c1ccccc1,0.1,16%,1%,-8%,u,-1%,0%,x,4%
CCC(C)N(C(=O)COC(=O)CN=C1NS(=O)(=O)c2ccccc21)C1CCS(=O)(=O)C1 (stereo not given),0.8,x,x,-10%,-15%,-1%,-13%,-10%,x
CCOc1cccc2sc(N3CCN(C(=O)C4CC4)CC3)nc12,-0.3,-13%,-6%,0%[60.1 µM],15%,4%,-23%,x,-1%
NC(=O)c1nc[nH]c1C(=O)Nc1cccc(C(F)(F)F)c1,-0.7,x,x,2%,45%[activator],0%,6%,-18%,x

# Arranged by formula weight (ascending): some entries from above
SMILES,TRHR ag,POLB inh,Apoferritin bind,Pol kappa inh,POLI inh,ERG Ets-DNA blk,ALOX12 inh,APEX1 inh,BLM inh
O=C(N=Nc1c(O)[nH]c2ccccc12)c1ccc2c(c1)OCO2,0.9,-1%,-4%,-8%,u,0%,-14%,-5%,-1%
COc1cccc(-c2noc(CCCC(=O)NC3CCCC3)n2)c1,-0.1,9%,7%,3%,20%,3%,-19%,9%,-1%
CC(=O)c1c(C)[nH]c(C(=O)CN2C(=O)NC(C)(CCC(C)C)C2=O)c1C (stereo not given),0.4,37%[activator],u,-1%,-2%,12%,12%,19%,-2%
CC1CCN(S(=O)(=O)c2ccc3c(c2)N(CC(=O)O)C(=O)CO3)CC1,-0.1,0%,3%,-8%[60.1 µM],-14%,-10%,-13%,x,-4%
Cc1cc(O)ccc1Nc1nc2ccccc2nc1Nc1ccc(O)cc1C,0.7,3%,-13%,-33%,u,3%,u,8%,-11%

# The list goes on:
SMILES,TRHR ag,POLB inh,Apoferritin bind,Pol kappa inh,POLI inh,ERG Ets-DNA blk,ALOX12 inh,APEX1 inh,BLM inh
O=C(NCc1nc2ccccc2[nH]1)c1cccs1,0.6,-26%,1%,6%,4%,-2%,23%,5%,1%
Cn1cc(S(=O)(=O)N2CCC(C(N)=O)CC2)c(=O)n(C)c1=O,-0.9,73%,-3%,-6%,-8%,1%,22%,u,1%
Cc1ccc(NC(=O)C2Cc3ccccc3N2C(=O)c2ccccc2)cc1Cl (stereo not given),1.0,-23%,-13%,0%[60.1 µM],3%,-1%,-26%,x,-5%
CC(=O)OCC(OC(C)=O)C(OC(C)=O)C(OC(C)=O)C(=O)Nc1ccc(C)cc1C (stereo not given),-0.1,7%,-6%,2%,-1%,2%,-21%,0%,0%
Cc1ccc(-c2noc(Cn3nc(C(=O)O)c4ccccc4c3=O)n2)cc1,-0.4,35%,-10%,-7%,16%,2%,-16%,17%,-5%
CCOCCCNC(=O)/C(C#N)=C/c1ccccc1F,0.7,9%,-2%,-1%,86%[activator],3%,2%,8%,-6%
COc1cccc(CN(C)C(=O)c2ccc(N3CCCC3)c([N+](=O)[O-])c2)c1,-0.7,-1%,u,3%,15%,-3%,325%[activator],42%,-2%
O=C(CN1C(=O)S/C(=C\c2ccc(O)cc2)C1=O)c1ccccc1,-0.5,9%,-17%,-2%,-4%,-28%,-15%,-8%,-14%
O=C(N=C1SC2CS(=O)(=O)CC2N1c1cccc(F)c1)C1CC1 (stereo not given),1.2,21%,-3%,-9%,21%,-5%,-11%,4%,-2%
O=C(OCc1ccccc1)c1cnc(Cl)c(Cl)c1,-0.5,1%,-8%,-5%,30%[activator],-6%,10%,48%[activator],-5%
Cc1nnc2n1NC(c1ccc(Cl)cc1)C(C(=O)N1CCC(C)CC1)S2 (stereo not given),-0.1,-9%,-12%,-7%,-4%,14%,0%,1%,0%
COC(=O)/C=C1\N/C(=N\c2nc(C)cc(C)n2)N(c2ccc(Cl)cc2)C1=O,-1.2,11%,-12%,0%,u,0%,u,3%,-2%
O=C(/C=C/c1ccccc1)c1ccccc1,1.6,46%,5%,-19%,22µM*,-7%,3%,17%,-13%
O=C(OCC(=O)c1ccc[nH]1)c1ccc([N+](=O)[O-])cc1,0.6,x,x,-4%,-9%,2%,3%,5%,x
Cc1ccc(C(=O)N/N=C2\CCCc3ccccc32)c(C)c1,-2.4,-6%,-20%,-10%,24%,-10%,6%,-9%,-7%
COC(=O)c1ccc(-c2csc(NC(=O)c3ccc(S(=O)(=O)N4CCc5ccccc5C4)cc3)n2)cc1,0.8,6%,8%,-2%,1%,4%,-13%,-1%,-2%
O=C(NC(CO)Cc1ccc([N+](=O)[O-])cc1)C(Cl)Cl (stereo not given),0.2,7%,14%,-5%,7%,5%,x,3%,-4%
Cc1nnc(SCC2=C(C(=O)O)N3C(=O)C(NC(=O)c4cccc(F)c4F)C3SC2)s1 (stereo not given),1.6,2%,-5%,u,16µM*,1%,-19%,13%,2%
COc1cccc(NC(=O)CN(C)C(=O)c2cccc(S(=O)(=O)Nc3ccc(C)cc3)c2)c1,0.5,x,x,-4%,11%,5%,u,-13%,x
COc1ccc(N2CC(C(=O)N[C@@H](C)C(=O)NCc3ccccc3OC)CC2=O)cc1 (stereo not given in full),0.2,1%,-3%,-11%,16%,0%,-1%,3%,1%
O=C(COc1cccc(NC(=O)c2cccc([N+](=O)[O-])c2)c1)c1ccc(F)cc1,-0.6,-1%,-3%,-16%,-1%,2%,93%[activator],-10%,-2%
O=C(C1CCN(S(=O)(=O)c2ccccc2)CC1)N1CCc2ccccc21,247*,-14%,316%[activator],-19%,3%,-6%,u,-5%,-8%
CN1CCN(NC(=O)Nc2cccc(Cl)c2Cl)CC1,2.8,25%,-5%,-9%,11%,5%,-3%,0%,2%
COc1ccc(CNc2nc(-c3ccc(OC)c(OC)c3)cc(C(F)(F)F)n2)cc1,0.7,1%,57%[activator],-3%,4%,-6%,0%,x,-7%
O=C(c1cnc(N2CCOCC2)c2ccccc12)N1CCN(c2ccccc2F)CC1,0.1,-1%,7%,-12%[60.1 µM],11%,0%,23%&-28%,x,-2%
O=C(N/N=C/C=C\c1ccccc1)c1cnccn1,-0.3,12%,-4%,2%,9%,2%,2%,0%,0%
C=C1C(=O)O[C@H]2C[C@]3(C)C([C@@H](OC(=O)/C(C)=C/C)[C@H]12)[C@](C)(O)CC[C@H]3O (stereo not given in full),0.3,4%,-7%,16%,-22%,-5%,0%,10%,-1%
CC1CCCN(C(C(=O)Nc2ccc3c(c2)OCO3)c2ccccc2)C1 (stereo not given),-1.0,7%,u,-5%,-2%,9%,9%,0%,-3%
CSCCC1NC(=O)N(CC(=O)Nc2ccc3c(c2)OCCO3)C1=O (stereo not given),x,x,x,-10%,21%,12%,26%,25%,x
O=C(CN(CC1CCCO1)C(=O)CCC(=O)Nc1ccccn1)NCC1CCCO1 (stereo not given),0.4,18%,0%,-2%,19%,-7%,113%[activator],-1%,1%

# A portion of the library, so the mix of outcomes need not match the whole.
